Scp-1 inhibitor – blocks human Scp-1 phosphatase activity; Q9GZU7; Recombinant Scp1, phosphopeptide, malachite green phosphate absorbance; inhibition, % at 20 µM; 340,000 tested, 0.88% active;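 active = inhibition above about 50% at 20 µM, limit read from the data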;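 also: plate controls were DMSO wells with enzyme for no effect and wells lacking enzyme for full effect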
Target sequence (Q9GZU7 76-261 limits assumed): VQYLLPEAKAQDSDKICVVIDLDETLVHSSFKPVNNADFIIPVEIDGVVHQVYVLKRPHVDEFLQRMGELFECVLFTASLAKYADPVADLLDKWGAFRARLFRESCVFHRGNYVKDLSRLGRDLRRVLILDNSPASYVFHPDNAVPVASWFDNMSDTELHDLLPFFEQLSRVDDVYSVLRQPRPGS
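System: truncated SCP-1 phosphatase (76-261aa); medium: Tris acetate buffer pH 5.5 with MgCl2 and Tween-20; incubation: 45 min room-temperature reaction, 5 min colour, 30 min stabiliser; compound: single 20 µM dose, 1% DMSO; reagent: Phosphorylated 17-residue peptide substrate; read-out: % inhibition at 20 µM; technique: colorimetric free-phosphate detection, absorbance 630 nm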
CSN inh – CSN deneddylation inhibition. Purified CSN, SCF-Nedd8-OG deneddylation, fluorescence polarization. inhibition, % at 12.5 µM. 360,000 tested, 0.38% active;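 active = pattern-corrected inhibition above about 35%, with an unprinted fluorescence ratio check between 0.5 and 1.5, limit read from the data, passing the limit was not always enough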;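 also: 0% = enzyme with substrate and 100% = substrate without enzyme; some results filed as inactive read as strong as hits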
Target sequence (Q92905 whole entry, looked up, one chain of several): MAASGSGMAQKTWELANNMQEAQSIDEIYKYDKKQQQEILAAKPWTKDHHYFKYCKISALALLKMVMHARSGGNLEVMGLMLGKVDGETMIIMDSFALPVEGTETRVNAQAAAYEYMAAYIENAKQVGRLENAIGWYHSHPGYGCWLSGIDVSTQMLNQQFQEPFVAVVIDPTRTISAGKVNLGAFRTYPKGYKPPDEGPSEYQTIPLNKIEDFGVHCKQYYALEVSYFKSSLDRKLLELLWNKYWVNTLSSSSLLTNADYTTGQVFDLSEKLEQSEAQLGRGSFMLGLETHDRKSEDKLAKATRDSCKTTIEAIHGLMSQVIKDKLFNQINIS
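Test system: Human Csn5 produced in HEK293T cells | Compound: 12.5 µM single point | Times: 90 min, room temperature | Signal: Fluorescence polarization readout | Read-out basis: % inhibition of substrate cleavage by Csn5 | Controls: no-enzyme wells high, enzyme-with-substrate wells low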
SUMO1-SIM PPI – alters human SUMO1 binding to SIM partners. P63165. SUMO1 binding to a labelled peptide, TR-FRET, 1 h. inhibition, % at 20 µM. 360,000 tested, 0.33% active. AID 602429; in the data active = inhibition above about 37%
Target sequence (P63165 whole entry, looked up): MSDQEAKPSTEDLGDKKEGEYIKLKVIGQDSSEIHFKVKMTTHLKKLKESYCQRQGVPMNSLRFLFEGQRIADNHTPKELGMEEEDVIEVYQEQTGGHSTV
LMPTP inh – blocks human LMPTP phosphatase; 360,000 tested, 0.22% active; AID 651560; recombinant LMPTP-A, OMFP fluorogenic substrate, fluorescence intensity; inhibition, % at 20 µM;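 active = compounds that cut the enzyme signal by at least half of the control window in the single-dose screen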;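 also: plate controls were DMSO wells with enzyme plus substrate for no effect and substrate without enzyme for full effect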
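test system = LMPTP-A | amount = 0.625 nM LMPTP-A final | reagent = fluorogenic phosphatase substrate OMFP at 400 µM final | incubation = 50 min at room temperature | benchmarks = no-enzyme low control, uninhibited high control | medium = Bis-Tris pH 6.0, DTT, detergent | signal = fluorescence intensity of OMFP turnover product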
STEP inh – blocks human striatal-enriched tyrosine phosphatase; P54829; recombinant STEP, OMFP fluorogenic substrate, fluorescence; inhibition, % at 20 µM; 360,000 tested, 0.25% active; AID 588621;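 active = inhibition at 20 µM, scaled per plate between control wells, above about 37%, limit read from the data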;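 also: 0% = DMSO with enzyme and substrate and 100% = substrate only without enzyme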
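Measure: Control-normalized % inhibition with plate pattern correction | Test system: STEP phosphatase, cell-free reaction | Medium: pH 6.0 Bis-Tris with DTT and Tween 20 | Technique: Fluorescence, 480/540 nm | Times: Reaction 20 min, ambient temperature | Doses: Single compound dose of 20 µM, 1% DMSO final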
Neddyl block – inhibitors of human cullin neddylation; TR-FRET cullin neddylation, biochemical; calls only at 25 µM; 360,000 tested, 0.58% active; AID 651699; in the data active = inhibition above about 36%
Rin1 Abl inh – inhibitors of human Rin1-Abl protein interaction; P00519+Q13671; TR-FRET Rin1/Abl binding, biochemical; inhibition, % at 7.35 µM; 360,000 tested, 0.4% active; AID 588664; in the data active = inhibition above about 5%, passing the limit was not always enough
NadD inh – blocks S. aureus nicotinate mononucleotide adenylyltransferase | purified NadD enzyme, colorimetric absorbance read-out | inhibition, % at 20 µM | 360,000 tested, 0.78% active | AID 602399; in the data active = inhibition above about 26%; also: some compounds past the cut are filed as inactive
DNMT1 block – inhibitors of human DNMT1; P26358; DNMT1 molecular beacon, Hinp1I cleavage, fluorescence; inhibition (reported as % activation of signal), % at 10 µM; 360,000 tested, 0.83% active; AID 588458; in the data active = inhibition above about 50%
Rpn11 block – inhibitors of human proteasome Rpn11; O00487; human 26S proteasome, Ub4-pepOG fluorescence polarization; 20S core pre-blocked with epoxomicin; calls only at 20 µM; 360,000 tested, 0.59% active; AID 588493;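 active = inhibition at 20 µM, scaled to each plate's controls, above about 33%, limit read from the data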
Target sequence (O00487 whole entry, looked up): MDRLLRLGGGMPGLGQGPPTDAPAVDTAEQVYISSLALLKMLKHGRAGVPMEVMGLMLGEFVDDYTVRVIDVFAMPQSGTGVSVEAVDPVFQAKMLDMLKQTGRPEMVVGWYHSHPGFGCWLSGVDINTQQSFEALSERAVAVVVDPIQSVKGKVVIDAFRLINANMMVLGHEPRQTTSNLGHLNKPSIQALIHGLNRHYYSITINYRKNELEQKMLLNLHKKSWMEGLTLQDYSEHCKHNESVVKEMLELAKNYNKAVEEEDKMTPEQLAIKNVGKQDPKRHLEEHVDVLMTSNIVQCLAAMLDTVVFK
Active calls of the source: *. Compounds were not picked by outcome. About 3.8% of those tested had a hit in this group.

For COc1ccc(CCNC(=O)C2CCN(S(=O)(=O)N3CCCCCC3)CC2)cc1OC the results were Scp-1 inhibitor -13, CSN inh 1, SUMO1-SIM PPI -1, LMPTP inh -1.4, STEP inh 1, Neddyl block inactive, Rin1 Abl inh -1, NadD inh -9, DNMT1 block 2 and Rpn11 block inactive.
Screening O=C(Cc1ccc(F)cc1)N1CCC(CC2CC(c3ccc(Cl)cc3)=NO2)(C(=O)NCC2CCCCC2)CC1 (configuration not stated) returned Scp-1 inhibitor -6, CSN inh 2, SUMO1-SIM PPI 9, LMPTP inh 5.3, STEP inh 1, Neddyl block inactive, Rin1 Abl inh 3, NadD inh -38, DNMT1 block -9 and Rpn11 block inactive.
Screening O=C(CSc1nnc(-c2ccccc2)o1)Nc1ccccc1F returned Scp-1 inhibitor 3, CSN inh -1, SUMO1-SIM PPI 6, LMPTP inh -0.3, STEP inh 0, Neddyl block inactive, Rin1 Abl inh -3, NadD inh -5, DNMT1 block -1 and Rpn11 block inactive.
For COc1cc(C2C(C(=O)c3sc(C)nc3C)=C(O)C(=O)N2CCN(C)C)cc(OC)c1OC (configuration not stated) the results were Scp-1 inhibitor -3, CSN inh -3, SUMO1-SIM PPI -7, LMPTP inh -5.6, STEP inh 4, Neddyl block inactive, Rin1 Abl inh -1, NadD inh -3, DNMT1 block 0 and Rpn11 block inactive.
`CC1(C)CC(=O)C=C(c2n[nH]nc2-c2ccccc2)C1` gave CSN inh 4, SUMO1-SIM PPI -1, LMPTP inh -0.3, STEP inh -1, Neddyl block inactive, Rin1 Abl inh -1, NadD inh 3, DNMT1 block 3 and Rpn11 block inactive.
`CCCCC[C@@H](/C=C/C1C(=O)C=C[C@H]1C/C=C\CCCC(=O)O)OC(C)=O` (some centres not stated) gave Scp-1 inhibitor -8, CSN inh 16, SUMO1-SIM PPI -3, LMPTP inh 2.3, STEP inh 0, Neddyl block inactive, Rin1 Abl inh 1, NadD inh 3, DNMT1 block 5 and Rpn11 block inactive.
`O=C(CN1C(=O)/C(=C/c2ccccc2Cl)SC1=S)NC1CCS(=O)(=O)C1` (configuration not stated) gave Scp-1 inhibitor 7, CSN inh 4, SUMO1-SIM PPI -26, LMPTP inh 2.5, STEP inh 8, Neddyl block inactive, Rin1 Abl inh 1, NadD inh -4, DNMT1 block 0 and Rpn11 block inactive.
CC(=O)Oc1cccc(C(=O)Nc2ccc3c(c2)C(=O)N(CC2CCCO2)C3=O)c1 (configuration not stated) was read as Scp-1 inhibitor 1, CSN inh 5, SUMO1-SIM PPI -17, LMPTP inh -1.6, STEP inh -1, Rin1 Abl inh 0, NadD inh -1, DNMT1 block 0 and Rpn11 block inactive.
For Cc1cccc(N(C(=O)c2snc(C(N)=O)c2N)C(C(=O)NCC2CCCO2)c2ccc(N(C)C)cc2)c1C (configuration not stated) the results were Scp-1 inhibitor -7, CSN inh 0, SUMO1-SIM PPI -49, LMPTP inh 0.2, STEP inh 0, Neddyl block inactive, Rin1 Abl inh -1, NadD inh 2, DNMT1 block 0 and Rpn11 block inactive.
CC(C)OCCCn1c(=S)[nH]c2ccc(N3CCOCC3)cc2c1=O was read as Scp-1 inhibitor -8, CSN inh -2, SUMO1-SIM PPI -2, LMPTP inh 0.4, STEP inh -2, Rin1 Abl inh -3, NadD inh 2, DNMT1 block -3 and Rpn11 block inactive.
Screening CCOC(=O)c1ccc(NC(=O)CN2C(=O)NC3(CCC(C)CC3)C2=O)cc1 (configuration not stated) returned Scp-1 inhibitor -15, CSN inh -7, SUMO1-SIM PPI 3, LMPTP inh -1.2, STEP inh 0, Neddyl block inactive, Rin1 Abl inh 4, NadD inh -7, DNMT1 block 0 and Rpn11 block inactive.
O=C(CSc1ccccn1)N1CCN(c2ncc(C(F)(F)F)cc2Cl)CC1 was read as Scp-1 inhibitor -11, CSN inh 0, SUMO1-SIM PPI 0, LMPTP inh 2.9, STEP inh 5, Neddyl block inactive, Rin1 Abl inh -1, NadD inh 0, DNMT1 block 1 and Rpn11 block inactive.
For Cc1ccc(NC2CCCN(C(=O)C3CCCCC3)C2)cc1C (configuration not stated) the results were Scp-1 inhibitor 4, CSN inh 0, SUMO1-SIM PPI -2, LMPTP inh -0.6, STEP inh -3, Neddyl block inactive, Rin1 Abl inh -4, NadD inh -4, DNMT1 block 1 and Rpn11 block inactive.
`CCOc1ccccc1NC(=O)C(OC(=O)c1cc(C)oc1C)c1ccccc1` (configuration not stated) gave Scp-1 inhibitor 4, CSN inh 1, SUMO1-SIM PPI -3, LMPTP inh 3.3, STEP inh 2, Neddyl block inactive, Rin1 Abl inh 1, NadD inh 8, DNMT1 block -1 and Rpn11 block inactive.
For CC(C(=O)Nc1cccnc1)N1C(=O)C2C3C=CC(C3)C2C1=O (configuration not stated) the results were Scp-1 inhibitor -8, CSN inh -1, SUMO1-SIM PPI 4, LMPTP inh -2.3, STEP inh 1, Neddyl block inactive, Rin1 Abl inh 3, NadD inh 1, DNMT1 block 1 and Rpn11 block inactive.
`Cc1noc(C(=O)N2CCN(c3ccc(F)cc3)CC2)c1Cl` gave Scp-1 inhibitor -9, CSN inh 11, SUMO1-SIM PPI -3, LMPTP inh -0.4, STEP inh -1, Neddyl block inactive, Rin1 Abl inh -4, NadD inh 6, DNMT1 block 3 and Rpn11 block inactive.
Screening Cc1ccc(S(=O)(=O)NN=C2C(=O)C3CCC2C3Cl)cc1 (configuration not stated) returned Scp-1 inhibitor 20, CSN inh -6, SUMO1-SIM PPI 2, LMPTP inh -1.2, STEP inh -2, Neddyl block inactive, Rin1 Abl inh 3, NadD inh 0, DNMT1 block 19 and Rpn11 block inactive.
Screening CC1(C(=O)NC2CCCCCCC2)CCC(=O)N1Cc1cccnc1 (configuration not stated) returned Scp-1 inhibitor -11, CSN inh 1, SUMO1-SIM PPI -4, LMPTP inh -0.1, STEP inh 2, Neddyl block inactive, Rin1 Abl inh -2, NadD inh -2, DNMT1 block 1 and Rpn11 block inactive.
Screening COc1ccc(/C=C/c2ccc3c(Br)ccc(O)c3n2)cc1 returned Scp-1 inhibitor 4, CSN inh -2, SUMO1-SIM PPI -4, LMPTP inh 2.8, STEP inh 2, Neddyl block inactive, Rin1 Abl inh 1, NadD inh 11, DNMT1 block -14 and Rpn11 block inactive.
Cc1ccc(CNC(=O)C2CCCN(S(C)(=O)=O)C2)cc1 (configuration not stated) was read as Scp-1 inhibitor -4, CSN inh 1, SUMO1-SIM PPI -6, LMPTP inh -2.3, STEP inh -2, Neddyl block inactive, Rin1 Abl inh 2, NadD inh 5, DNMT1 block 8 and Rpn11 block inactive.

Overlap with the part before: 3 entries, followed by the next part.
Screening CC1(C(=O)NC2CCCCCCC2)CCC(=O)N1Cc1cccnc1 (configuration not stated) returned Scp-1 inhibitor -11, CSN inh 1, SUMO1-SIM PPI -4, LMPTP inh -0.1, STEP inh 2, Neddyl block inactive, Rin1 Abl inh -2, NadD inh -2, DNMT1 block 1 and Rpn11 block inactive.
Screening COc1ccc(/C=C/c2ccc3c(Br)ccc(O)c3n2)cc1 returned Scp-1 inhibitor 4, CSN inh -2, SUMO1-SIM PPI -4, LMPTP inh 2.8, STEP inh 2, Neddyl block inactive, Rin1 Abl inh 1, NadD inh 11, DNMT1 block -14 and Rpn11 block inactive.
Cc1ccc(CNC(=O)C2CCCN(S(C)(=O)=O)C2)cc1 (configuration not stated) was read as Scp-1 inhibitor -4, CSN inh 1, SUMO1-SIM PPI -6, LMPTP inh -2.3, STEP inh -2, Neddyl block inactive, Rin1 Abl inh 2, NadD inh 5, DNMT1 block 8 and Rpn11 block inactive.
Screening Cc1ccccc1NC(=O)Cc1nnc(SCC(=O)N2CCOCC2)n1C returned Scp-1 inhibitor 26, CSN inh 0, SUMO1-SIM PPI 3, LMPTP inh -0.5, STEP inh 0, Neddyl block inactive, Rin1 Abl inh 1, NadD inh 0, DNMT1 block 2 and Rpn11 block inactive.
For O=c1cc(-c2ccc(O)c(O)c2)oc2cc(O)c(C3OC(CO)C(O)C(O)C3O)c(O)c12 (configuration not stated) the results were Scp-1 inhibitor 7, CSN inh 1, SUMO1-SIM PPI 3, LMPTP inh -0.2, STEP inh 3, Neddyl block inactive, Rin1 Abl inh 27*, NadD inh 7, DNMT1 block 12 and Rpn11 block inactive.
For CCCCN(C(=O)CSc1nnc(-c2ccccc2OC)n1C)c1c(N)n(Cc2ccccc2)c(=O)[nH]c1=O the results were Scp-1 inhibitor -1, CSN inh -3, SUMO1-SIM PPI -2, LMPTP inh -0.8, STEP inh -1, Neddyl block inactive, Rin1 Abl inh -4, NadD inh 3, DNMT1 block -3 and Rpn11 block inactive.
Screening CC(C)(C)C(=O)Nc1scc(-c2ccc(-c3ccccc3)cc2)c1C(=O)O returned Scp-1 inhibitor -10, CSN inh 2, SUMO1-SIM PPI 6, LMPTP inh 0.2, STEP inh 2, Neddyl block inactive, Rin1 Abl inh 0, NadD inh 3, DNMT1 block 1 and Rpn11 block inactive.
For CCOc1ccc(NC(=O)CN2CCN(CC(=O)c3ccc(OC)c(OC)c3)CC2)cc1 the results were Scp-1 inhibitor -9, CSN inh -2, SUMO1-SIM PPI 0, LMPTP inh -1.7, STEP inh 4, Neddyl block inactive, Rin1 Abl inh 0, NadD inh 8, DNMT1 block -2 and Rpn11 block inactive.
Screening COc1ccc(-c2sc(NC(=O)c3ccc(C)cc3)nc2-c2ccc([N+](=O)[O-])cc2)cc1 returned Scp-1 inhibitor -5, CSN inh 3, SUMO1-SIM PPI -9, LMPTP inh 2.7, STEP inh -8, Neddyl block inactive, Rin1 Abl inh -2, NadD inh 21, DNMT1 block 2 and Rpn11 block inactive.
Screening C[C@@H]1Cn2cnc(C(=O)N[C@@H](C)C(=O)OC(C)(C)C)c2C(=O)N1 returned CSN inh -1, SUMO1-SIM PPI -1, LMPTP inh -2.6, STEP inh -1, Neddyl block inactive, Rin1 Abl inh -2, NadD inh -1, DNMT1 block 2 and Rpn11 block inactive.
`CN1C(=O)c2ccccc2NC(=O)[C@]12O[C@@H]2c1cccc(O)c1` gave Scp-1 inhibitor 44, CSN inh 13, SUMO1-SIM PPI 8, LMPTP inh 0.3, STEP inh 0, Neddyl block inactive, Rin1 Abl inh 0, NadD inh -1, DNMT1 block 22 and Rpn11 block inactive.
COc1cc(/C=N/n2cnnc2)ccc1OCCSc1ccc(C)cc1 was read as Scp-1 inhibitor -3, CSN inh -1, SUMO1-SIM PPI -9, LMPTP inh 1.0, STEP inh 1, Neddyl block inactive, Rin1 Abl inh -3, NadD inh -7, DNMT1 block -9 and Rpn11 block inactive.

From PubChem
